HCV core dimer = inhibitors of HCV core protein dimerization, primary screen, biochemical, TR-FRET, high-throughput. 0.33% of 300,000 active. AID 1899, 2009. inhibition, % at 5 µM. TR-FRET GST/Flag-core106 dimerization, 1536-well;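 active = inhibition above the mean of all tested compounds plus 3 SD, set per screening campaign, cut at about 45% in these data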
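System: GST/Flag-tagged HCV core106 proteins. Incubation: compound-protein-antibody incubation 4 h at 22.5 °C. Technique: HTRF with 340 nm excitation, 617/671 nm emission. Medium: KF-containing HEPES buffer, pH 7.45, DTT, CHAPS, BSA. Read-out: inhibition (%) from 671 over 617 nm ratio. Also added: Eu(K)-anti-GST 90 ng/mL plus XL665-anti-Flag 1 µg/mL.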
TPT1 inh = Candida albicans TPT1 enzyme inhibitors, primary screen, biochemical, fluorescence polarization; tRNA 2'-phosphotransferase TPT1 (Candida albicans SC5314); recombinant caTPT1, FP RNA substrate dephosphorylation; inhibition, % at 5 µM; 0.81% of 300,000 active; AID 1962, 2009;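 active = inhibition above the mean of all tested compounds plus 3 SD, set per screening campaign, cut at about 24% in these data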;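 also: plate controls were DMSO alone for no effect and ferristatin control at 100 nM for full effect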
Yeast superoxide = reduction of superoxide in aged yeast, primary screen, HTS | superoxide response (% of plate mean), % at 10 µM | S. cerevisiae aged cells, superoxide DHE fluorescence; stronger effect = lower value | 0.18% of 330,000 active | AID 2690, 2010;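 active = superoxide response under a set limit, about three screen SD below normal, cut at about 65% in these data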;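 also: yeast aged for seven days with compound at 30 °C before DHE staining; 100% = average MFI of all compound-treated wells on the plate with controls excluded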
EBNA-1 inh = EBNA-1 DNA-binding inhibitors, primary screen, biochemical, fluorescence polarization; inhibition, % at 14.8 µM; 0.34% of 300,000 active; in the data active = inhibition above about 28%
ZTA DNA inh = blocks Epstein-Barr virus ZTA, an EBNA-1 counter-screen; 0.15% of 320,000 active; ZTA-DNA binding, fluorescence polarization; P03206; inhibition, % at 11 µM; in the data active = inhibition above about 33%
PP5 primary = PP5 phosphatase inhibitors, primary screen, biochemical, fluorescence | AID 1987, 2009 | inhibition, % at 6.7 µM | Serine/threonine-protein phosphatase 5 (Homo sapiens), P53041 | 0.18% of 320,000 active | purified PP5c, OMFP substrate fluorescence;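 active = inhibition above the campaign's mean inhibition across all tested compounds plus 3 SD, cut at about 9.5% in these data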;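 also: 0% = DMSO only and 100% = 100 µM cantharidin control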
Target sequence (P53041 whole entry, looked up): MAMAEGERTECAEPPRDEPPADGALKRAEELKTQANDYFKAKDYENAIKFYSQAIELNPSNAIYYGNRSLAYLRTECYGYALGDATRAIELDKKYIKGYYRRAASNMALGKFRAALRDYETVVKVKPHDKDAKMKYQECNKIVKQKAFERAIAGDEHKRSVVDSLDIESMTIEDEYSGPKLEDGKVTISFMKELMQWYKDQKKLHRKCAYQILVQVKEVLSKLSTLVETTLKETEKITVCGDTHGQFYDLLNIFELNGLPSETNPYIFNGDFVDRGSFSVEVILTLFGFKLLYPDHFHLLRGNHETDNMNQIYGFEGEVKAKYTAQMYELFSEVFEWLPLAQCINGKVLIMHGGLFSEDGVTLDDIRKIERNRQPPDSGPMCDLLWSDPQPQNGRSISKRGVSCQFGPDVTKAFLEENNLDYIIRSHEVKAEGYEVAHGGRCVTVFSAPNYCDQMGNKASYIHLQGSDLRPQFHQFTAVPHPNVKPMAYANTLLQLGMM
PP1 inh = PP1-alpha phosphatase inhibitors, primary screen, counter-screen for PP5 inhibitor project, biochemical, fluorescence, OMFP substrate, single point | Serine/threonine-protein phosphatase PP1-alpha catalytic subunit (Homo sapiens), P62136 | purified PP1alpha | inhibition, % at 6.7 µM | 0.9% of 320,000 active;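 active = inhibition above the mean inhibition of all tested compounds plus 3 SD, computed separately for each screening campaign, cut at about 15% in these data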
CTSL1 counter = Fasciola hepatica cathepsin L1 inhibitors, primary screen, counter-screen for PFM18AAP inhibitor project, biochemical, QFRET, fluorogenic peptide substrate; inhibition, % at 5.96 µM; recombinant F. hepatica cathepsin L1, Z-Leu-Arg-MCA fluorescence; 0.49% of 300,000 active;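 active = inhibition above the mean of all tested compounds plus 3 SD, set per screening campaign, cut at about 17% in these data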;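 also: 0% = plate median of test compound wells and 100% = 1 µM Z-Phe-Ala-diazomethylketone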
GASC-1 inh = inhibitors of GASC-1 histone demethylase, primary screen, biochemical, fluorescence, DELFIA europium; Lysine-specific demethylase 4C (Homo sapiens), Q9H3R0; GST-JMJD2C(1-420) H3K9me3 demethylation; inhibition, % at 2.35 µM; 0.069% of 330,000 active; AID 2099, 2009;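 active = more than half of a compound's replicate wells show inhibition beyond 50%, single wells judged on their own value; inconclusive = some, but no more than half, of replicates pass 50% inhibition; inactive = no replicate passes 50% inhibition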;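 also: signal counts dimethyl H3K9 product captured on neutravidin plate; 0% = median of DMSO wells and 100% = 0.3 times that DMSO median; strong numbers were not always called active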
Target sequence (Q9H3R0 1-420 limits assumed): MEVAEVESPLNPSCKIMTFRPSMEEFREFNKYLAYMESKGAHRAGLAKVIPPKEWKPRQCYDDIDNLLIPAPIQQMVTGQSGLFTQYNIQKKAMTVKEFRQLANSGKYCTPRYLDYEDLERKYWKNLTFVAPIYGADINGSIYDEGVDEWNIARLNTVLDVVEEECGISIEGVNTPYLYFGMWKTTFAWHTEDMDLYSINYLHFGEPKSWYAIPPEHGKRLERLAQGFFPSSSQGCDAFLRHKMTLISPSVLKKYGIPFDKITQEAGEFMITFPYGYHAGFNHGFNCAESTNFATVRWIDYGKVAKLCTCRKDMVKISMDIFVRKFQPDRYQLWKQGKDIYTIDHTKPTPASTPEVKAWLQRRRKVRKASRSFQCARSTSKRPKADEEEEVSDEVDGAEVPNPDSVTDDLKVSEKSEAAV
Active calls of the source: *; ? = inconclusive; / = no result given; & = joins results of further samples.

(1) C=CCN=C1NN=C(c2ccc3c(c2)OCCO3)CS1
(2) NC(=O)COc1ccc(/C=N/NC(=O)C2CCCN2S(=O)(=O)c2ccc(Cl)cc2)cc1 (centres undefined)
(3) CCC(C)C(NC(=O)[C@@H](NC(=O)c1ccccc1F)C(C)C)C(=O)OC (some centres undefined)
(4) Cc1[nH]c(=O)nc(SCc2cccc(Cl)c2)c1C#N
(5) Cc1ccc(CN2C(=O)[C@@H]3Cc4c([nH]c5ccccc45)C(C)(C)N3C2=O)cc1
(6) O=C(Nc1ccc2oc(=O)ccc2c1)c1cccnc1Cl
(7) Cc1n[nH]c(C)c1S(=O)(=O)N1CCc2ccccc2C1
(8) COC(=O)CC(NC(=S)NC(=O)c1ccccc1)c1ccc(Br)cc1 (centres undefined)

entry no.	1	2	3	4	5	6	7	8
Yeast superoxide	97	100	95	103	113	98	90	108
PP5 primary	1.4	0.4	-3.4	0.8	8.8	0.9	-7.3	0.5
EBNA-1 inh	-2	-3	-4	0	7	-3	-2	-5
CTSL1 counter	3	0	9	4	2	0	-8	-3
PP1 inh	-1	-2	-5	1	0	-5	-4	-2
ZTA DNA inh	-12	12	-11	0	5	-26	-9	4
HCV core dimer	18	-5	-3	-4	-5	0	-7	6
TPT1 inh	-2	-7	1	8	1	-2	-3	-1
GASC-1 inh	8	11	?	1	-5	16	-9	6

(9) C=CCOc1ccc(CN(C)C(=O)CN2C(=O)c3ccccc3C2=O)cc1
(10) Fc1ccccc1COc1ccc(C(=S)N2CCCC2)cc1
(11) Cc1cc(C)c(NC(=O)CS)c(Cl)c1
(12) COCCCNC(=S)N/N=C/c1ccc2ccccc2c1
(13) CCOC(=O)/C(=C\c1cccnc1)C(=O)c1cc(C(C)=O)c(Nc2ccccc2)s1
(14) CC(C)CNC(=O)COC(=O)c1ccc2c(c1)C(=O)N(Cc1ccco1)C2=O
(15) CC(=O)C1=C(O)C(=O)N(CCCn2ccnc2)C1c1ccc(C)cc1 (centres undefined)
(16) COc1ccc2c(C)cc3nnnn3c2c1

entry no.	9	10	11	12	13	14	15	16
Yeast superoxide	106	65*	105	102	92	85	97	82
PP5 primary	3.9	2.1	-1.1	2.2	6.5	1.8	-0.9	2.4
EBNA-1 inh	-14	4	-6	-14	-6	-2	7	4
CTSL1 counter	-3	1	0	1	0	1	0	-1
PP1 inh	2	3	6	-5	3	3	-3	-2
ZTA DNA inh	-4	-11	-21	6	6	-6	-1	-4
HCV core dimer	-2	14	-1	-4	9	5	-4	-4
TPT1 inh	-1	-4	-4	-5	0	-1	-3	-3
GASC-1 inh	2	9	11	-1	6	4	2	-1

Grouped by structure, the entries above with an NH in an aromatic ring (3)
(4) Cc1[nH]c(=O)nc(SCc2cccc(Cl)c2)c1C#N
(5) Cc1ccc(CN2C(=O)[C@@H]3Cc4c([nH]c5ccccc45)C(C)(C)N3C2=O)cc1
(7) Cc1n[nH]c(C)c1S(=O)(=O)N1CCc2ccccc2C1

entry no.	4	5	7
Yeast superoxide	103	113	90
PP5 primary	0.8	8.8	-7.3
EBNA-1 inh	0	7	-2
CTSL1 counter	4	2	-8
PP1 inh	1	0	-4
ZTA DNA inh	0	5	-9
HCV core dimer	-4	-5	-7
TPT1 inh	8	1	-3
GASC-1 inh	1	-5	-9

Next section
(17) CCC(=O)Nc1cc(ON=C(C)C)cc([N+](=O)[O-])c1
(18) Cc1[nH]c2ccccc2c1C(=O)C(=O)NCCCn1ccnc1
(19) COc1ccc(N2CCOCC2)c(NC(=O)c2ccc3c(c2)OCO3)c1
(20) Cc1onc(-c2ccccc2)c1C(=O)N/N=C/C(Br)=C/c1ccccc1
(21) CCCCOc1ncnc2c1[nH]c1ccccc12
(22) O=[N+]([O-])c1ccc(N2CCOCC2)c(S(=O)(=O)N2CCOCC2)c1
(23) C=CCn1c(SCCC(=O)O)nnc1-c1cccs1
(24) CCCCN(C)CCCNC(=O)c1ccc2c(c1)NC(=O)C(N1CCOCC1)S2 (centres undefined)

entry no.	17	18	19	20	21	22	23	24
Yeast superoxide	79	96	103	94	95	107	95	90
PP5 primary	0.8	1.1	0.1	1.2	1.7	2.5	-1.0	2.2
EBNA-1 inh	0	15	2	13	-4	-7	3	13
CTSL1 counter	-2	-1	0	1	-1	0	-5	-2
PP1 inh	1	-2	-3	1	0	0	0	3
ZTA DNA inh	19	10	-10	17	-5	-4	-7	-1
HCV core dimer	-2	-1	4	12	5	-11	3	-4
TPT1 inh	1	1	-1	-1	5	-2	-6	0
GASC-1 inh	7	-9	6	8	24	-2	1	4

(25) COc1ccccc1Cn1c(-c2ccco2)nc2nc3ccccc3nc21
(26) COc1ccc(OCCNC(=O)CSc2ccc(C(F)(F)F)cc2[N+](=O)[O-])cc1
(27) CC(=O)Nc1cc(C(F)(F)F)ccc1OCCOc1ccccc1
(28) COc1ccc(C(=O)N=c2sc3ccccc3n2C)cc1OC
(29) COc1cc(/C=C/C(=O)NCC2CCCCC2)cc(OC)c1OC
(30) CC(=O)c1cccc(CN2CCC(n3nccc3NC(=O)CCOc3ccccc3)CC2)c1
(31) Cc1ccc(CSc2nnc(-c3ccncc3)o2)c(C)c1
(32) C=CCNC(=O)/C(C#N)=C/c1ccc(OS(=O)(=O)c2ccc(C)cc2)c(OC)c1

entry no.	25	26	27	28	29	30	31	32
Yeast superoxide	114	98	105	105	96	80	111	96
PP5 primary	0.0	5.0	5.7	2.5	-0.1	0.9	1.0	2.3
EBNA-1 inh	0	5	6	-18	5	-5	1	-3
CTSL1 counter	3	5	6	2	3	5	-5	3
PP1 inh	4	1	-3	3	-7	2	0	-3
ZTA DNA inh	-11	-6	-5	-31	3	-9	-3	13
HCV core dimer	8	0	-2	-2	2	-2	5	-4
TPT1 inh	15	1	1	-3	-1	-3	-4	0
GASC-1 inh	-28	5	-10	4	1	0	2	8

(33) CCOc1ccc(OCCC(=O)N(CC)CC(=O)Nc2c(F)cccc2F)cc1
(34) O=C(O)CCc1nn2c3ccccc3nc2n(CCN2CCCCC2)c1=O
(35) Cc1sc2nc(CN3CCOCC3)nc(N3CCC(C(N)=O)CC3)c2c1C
(36) CC1(C)Oc2ccc(C(=O)Nc3ccccc3F)cc2N(CC(=O)N2CCOCC2)C1=O
(37) Oc1ccc(CNc2ccccc2O)cc1
(38) COc1cccc(-c2ccc(NC(=O)C3CCCN(Cc4nccn4C)C3)cc2)c1 (centres undefined)
(39) C(=N\N1CCN(c2ccccn2)CC1)/c1ccco1
(40) O=C(c1cnn2c(C(F)(F)F)cc(-c3ccco3)nc12)N1CCCc2ccccc21

entry no.	33	34	35	36	37	38	39	40
Yeast superoxide	86	85	101	104	105	96	91	91
PP5 primary	0.1	0.2	5.1	0.7	-0.8	0.9	1.5	2.0
EBNA-1 inh	/	4	4	2	-4	-5	0	-1
CTSL1 counter	/	-2	2	4	0	1	0	-3
PP1 inh	-3	0	-1	-1	5	-2	-1	-2
ZTA DNA inh	2	-2	-5	-8	4	-6	15	-6
HCV core dimer	/	-5	1	-3	-2	-1	1	2
TPT1 inh	/	-1	3	1	6	1	1	-2
GASC-1 inh	4	2	-1	-41	3	8	-26	3

(41) COc1ccc(-c2c/c(=N\c3nc(-c4ccccc4)c(C)s3)c3ccccc3o2)cc1O
(42) CNc1nc(OCC#N)nc(N2CCCCC2)n1
(43) COc1ccc(-c2noc(CN(C(=O)c3c(-c4ccccc4Cl)noc3C)C(C)C)n2)cc1
(44) O=C(c1nc2ccccn2c1CNCCCn1ncc2ccccc21)N1CCOCC1
(45) CC1(C)SC(=S)N(NC(=O)Nc2cccc3ccccc23)C1N(O)C(=O)Nc1ccccc1 (centres undefined)
(46) CCCCN(c1ccc(C(=O)OC)cc1)S(=O)(=O)c1ccccc1
(47) COc1ccc(CCNC(=O)c2cccc(Br)c2)cc1OC
(48) Nc1ccc(Cl)cc1C(=O)OCC(=O)NC1CCS(=O)(=O)C1 (centres undefined)

entry no.	41	42	43	44	45	46	47	48
Yeast superoxide	98	98	92	87	87	98	109	96
PP5 primary	2.2	-1.6	5.1	-1.3	0.9	3.1	3.7	-0.8
EBNA-1 inh	-3	3	-1	-2	-1	-3	-4	-2
CTSL1 counter	9	-2	-2	0	1	4	-2	-3
PP1 inh	4	-3	2	-3	3	1	1	-2
ZTA DNA inh	-5	4	-17	15	6	-4	-2	0
HCV core dimer	12	13	0	6	9	9	-59	2
TPT1 inh	27*	0	-2	3	-2	0	0	-5
GASC-1 inh	-2	14	-14&7	-4	2	-5	-7	0

Retrieved by compound from the entries so far, two records:
(44) O=C(c1nc2ccccn2c1CNCCCn1ncc2ccccc21)N1CCOCC1
(41) COc1ccc(-c2c/c(=N\c3nc(-c4ccccc4)c(C)s3)c3ccccc3o2)cc1O

entry no.	44	41
Yeast superoxide	87	98
PP5 primary	-1.3	2.2
EBNA-1 inh	-2	-3
CTSL1 counter	0	9
PP1 inh	-3	4
ZTA DNA inh	15	-5
HCV core dimer	6	12
TPT1 inh	3	27*
GASC-1 inh	-4	-2

Continued:
(49) Cc1ccc(C)c(OCC(O)CN2CCC(C)CC2)c1C (centres undefined)
(50) Cc1[nH]c2ccccc2c1C(c1ccncc1)N1CCN(c2ccc(F)cc2)CC1 (centres undefined)
(51) CC(C)OCCCNC(=O)Cc1ccc(F)cc1
(52) COCCNC(=O)c1ccc2c3n(nc2c1)-c1ccc(Cl)cc1CO3
(53) Cc1cnc(C(=O)OCC(=O)c2ccc(Cl)cc2)cn1
(54) CCc1cc2c(=O)nc3n(c2s1)Cc1ccccc1/C3=C(/O)c1cccc([N+](=O)[O-])c1
(55) Cc1ccc(OCCNC(=O)/C=C/c2ccc([N+](=O)[O-])cc2)cc1C
(56) O=[N+]([O-])C(/C=C(\Cl)[N+](=O)[O-])=C1N(Cc2ccc(Cl)nc2)CCN1Cc1ccc(Cl)nc1
(57) C=CCc1cccc(CNc2ccc(Br)cc2)c1O
(58) COc1ccc(CCNC(=O)c2cnc(Cl)c(Cl)c2)cc1
(59) O=C(CCNC(=O)c1ccc([N+](=O)[O-])cc1)Nc1ccc(Cl)c(S(=O)(=O)N2CCOCC2)c1

entry no.	49	50	51	52	53	54	55	56	57	58	59
Yeast superoxide	96	96	110	113	100	113	121	118	96	98	131
PP5 primary	-0.1	-1.8	0.7	-5.4	-0.8	-0.4	4.5	2.5	3.6	0.9	2.5
EBNA-1 inh	3	-4	3	3	1	10	-17	-7	3	-1	/
CTSL1 counter	-2	2	2	-4	-9	0	-1	1	2	2	/
PP1 inh	-5	-4	-5	0	0	-3	0	-4	2	-2	-2
ZTA DNA inh	1	13	-7	0	-9	4	9	4	-1	4	-16
HCV core dimer	-7	6	-1	-6	0	10	6	-1	-1	2	/
TPT1 inh	-4	3	-3	-6	3	5	1	40*	-3	-2	/
GASC-1 inh	3	1	25	29	1	-2	1	-4	-2	3	-1

Along the list, as entered above:
CTSL1 counter, entries 49 to 54, in order: -2, 2, 2, -4, -9, 0
EBNA-1 inh, entries 49 to 54, in order: 3, -4, 3, 3, 1, 10
PP5 primary, entries 49 to 54, in order: -0.1, -1.8, 0.7, -5.4, -0.8, -0.4
